Screens as filed in PubChem BioAssay.
yeast mlh1 rad18 – NCI yeast anticancer drug screen, S. cerevisiae mlh1 rad18 strain | actives 11% (n = 79,000) | growth inhibition, % at 50 µM;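 note: 0% = growth of vehicle-only cultures of the same strain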
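Read-out is yeast growth inhibition, calculated against vehicle-only controls. The compound was applied to a strain engineered with DNA damage repair alterations.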
yeast rad50 – NCI yeast anticancer drug screen, S. cerevisiae rad50 strain | % growth inhibition at 50 µM | actives 10% (n = 79,000);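 note: 0% = growth of vehicle-only cultures of the same strain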
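Readout: growth inhibition relative to vehicle-treated cultures. Compound exposure was carried out in a genetically defined yeast strain deficient in DNA damage repair.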
yeast bub3 – NCI yeast anticancer drug screen, S. cerevisiae bub3 mutant strain. growth inhibition, % at 50 µM. actives 9.9% (n = 78,000). AID 167;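 note: 0% = growth of vehicle-only cultures of the same strain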
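Inhibition values come from growth of compound-treated mutant yeast normalised to vehicle-treated controls.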
yeast sgs1 mgt1 – NCI yeast anticancer drug screen, S. cerevisiae sgs1 mgt1 strain. growth inhibition, % at 50 µM. actives 10% (n = 78,000);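 note: 0% = growth of vehicle-only cultures of the same strain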
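Read-out: growth inhibition vs vehicle controls. Cells: mutant yeast strain deficient in DNA damage repair.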
mec2-1 – NCI yeast anticancer drug screen, S. cerevisiae mec2-1 strain. % growth inhibition at 50 µM. actives 9% (n = 79,000);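 note: 0% = growth of vehicle-only cultures of the same strain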
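Vehicle-treated cultures served as reference for growth inhibition of compound-exposed mec2-1 yeast.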
cln2 rad14 – NCI yeast anticancer drug screen, S. cerevisiae cln2 rad14 strain. % growth inhibition at 50 µM. actives 8.3% (n = 78,000). AID 165;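 note: 0% = growth of vehicle-only cultures of the same strain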
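Growth inhibition, relative to vehicle-treated controls, is the read-out. The test organism is a yeast strain with defined genetic alterations, cln2 rad14.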
* hit, by the source's call; · = not tested or not shown; & = joins results of further samples. Cut-off read from the data, not from the text of the source: active = growth inhibition above about 70%; inactive = the rest.

canonical_smiles	yeast mlh1 rad18	yeast rad50	yeast bub3	yeast sgs1 mgt1	mec2-1	cln2 rad14
CC(=O)CC(=NCC(O)CN=C(CC(C)=O)c1ccccc1)c1ccccc1.[Cu] (stereo not given)	25	10	-11	6	9	-19
COc1ccccc1N1C(=O)/C(=N\OC(=O)c2c(-c3c(Cl)cccc3Cl)noc2C)SC1=S	0	-14	-35	-20	-27	11
CC(=O)OCC1OC(n2c(C)cc(-c3ccc(Cl)cc3)c(C#N)c2=S)C(OC(C)=O)C(OC(C)=O)C1OC(C)=O (stereo not given)	44	39	-4	41	39	-14
Cc1ccc(S(=O)(=O)NNc2nc(N(C)C)nc(N(C)C)n2)cc1	4	9	4	6	5	52
O=c1[nH]c(O)c(/C=N/C(=S)Nc2ccccc2)c(=O)[nH]1	-45	-30	-52	-54	-46	-12
N#CCSc1cccc2ccccc12	34	13	8	13	2	-2
COc1cc(/C=N/N=C(\N)NO)cc(OC)c1OC	5	-6	1	2	4	6
Cc1nc(C#N)c(=N)n(CCCO)c1-c1ccccc1	5	7	16	10	-8	-28
CN(C)c1nc(N(C)C)nc(N(C)CN(C)c2ccccc2)n1	-24	11	-35	-2	-4	-12
O=C1c2ccccc2C(=O)N1CCc1ncc[nH]1	3	1	6	0	17	-24
Clc1ccc(C(SCc2ccccc2)SCc2ccccc2)cc1	-20	-41	-10	-16	-47	-18
Oc1cccc(N=Cc2ccccc2O)c1	0	4	-5	0	-5	-19
COc1ccc([N+](=O)[O-])cc1[I+]c1cc([N+](=O)[O-])ccc1OC	96*	93*	91*	92*	76*	94*
O=C(Cn1cc(Br)c(=O)[nH]c1=O)c1ccc(-c2ccccc2)cc1	-7	-30	0	-15	-10	-33
CC1=C(C(=O)CC(=O)C(=O)Nc2ccc(C)cc2C)Sc2ccccc2N1	25	-2	6	-33	-21	-10
CCOC(=O)CC/[N+]([O-])=C/c1ccccc1	5	-2	-20	-11	-15	-36
O=C1/C(=C/c2ccc(O)cc2)CCC/C1=C\c1ccc(O)cc1	1	4	-7	5	2	23
O=c1cc(-c2cccc(OC(F)(F)F)c2)[nH]c2ccc(N3CCCC3)cc12	-21	-5	17	6	-54	-1
Cc1cc(N(CCC#N)CCC#N)ccc1N=Nc1cc(Cl)ccc1Cl	17	19	42	-9	17	13
CCCCCCCCc1ccc2c3ccccc3c3ccccc3c2c1	59	77*	9	66	60	3
CC1(C)C2CC3C(CCC4C(=O)OC(=O)C43)C1C2 (stereo not given)	-2	-1	-4	-4	10	-5
COc1cc(Br)c(CC(NC=O)c2ccc3c(c2)OCO3)cc1OC (stereo not given)	56	62	96*	36	66	57
Cc1cccc2ccc3cc(CC(=O)O)c4cccc(C)c4c3c12	100*	100*	100*	100*	100*	100*
OCCCc1ccccc1Cl	19	8	1	-1	3	-19

As a short view, some entries already given.
canonical_smiles	yeast mlh1 rad18	yeast rad50	yeast bub3	yeast sgs1 mgt1	mec2-1	cln2 rad14
Clc1ccc(C(SCc2ccccc2)SCc2ccccc2)cc1	-20	-41	-10	-16	-47	-18
Oc1cccc(N=Cc2ccccc2O)c1	0	4	-5	0	-5	-19
COc1ccc([N+](=O)[O-])cc1[I+]c1cc([N+](=O)[O-])ccc1OC	96*	93*	91*	92*	76*	94*
O=C(Cn1cc(Br)c(=O)[nH]c1=O)c1ccc(-c2ccccc2)cc1	-7	-30	0	-15	-10	-33
CC1=C(C(=O)CC(=O)C(=O)Nc2ccc(C)cc2C)Sc2ccccc2N1	25	-2	6	-33	-21	-10
CCOC(=O)CC/[N+]([O-])=C/c1ccccc1	5	-2	-20	-11	-15	-36
O=C1/C(=C/c2ccc(O)cc2)CCC/C1=C\c1ccc(O)cc1	1	4	-7	5	2	23
O=c1cc(-c2cccc(OC(F)(F)F)c2)[nH]c2ccc(N3CCCC3)cc12	-21	-5	17	6	-54	-1
Cc1cc(N(CCC#N)CCC#N)ccc1N=Nc1cc(Cl)ccc1Cl	17	19	42	-9	17	13
CCCCCCCCc1ccc2c3ccccc3c3ccccc3c2c1	59	77*	9	66	60	3
CC1(C)C2CC3C(CCC4C(=O)OC(=O)C43)C1C2 (stereo not given)	-2	-1	-4	-4	10	-5
COc1cc(Br)c(CC(NC=O)c2ccc3c(c2)OCO3)cc1OC (stereo not given)	56	62	96*	36	66	57
Cc1cccc2ccc3cc(CC(=O)O)c4cccc(C)c4c3c12	100*	100*	100*	100*	100*	100*

Other records follow:
canonical_smiles	yeast mlh1 rad18	yeast rad50	yeast bub3	yeast sgs1 mgt1	mec2-1	cln2 rad14
NC(Cc1c[nH]c2ccc(Br)cc12)C(=O)O (stereo not given)	-38	-29	-30	-18	-27	5
CCC(c1ccc(OC)cc1)C1NC(=S)NC1=O (stereo not given)	12	4	10	3	-30	6
COc1ccc(C2=C(Cl)C(=O)N(c3ccc(Cl)cc3)C(=O)C2(Cl)Cl)cc1	96*	93*	93*	97*	98*	63
COc1ccc(Cc2ccc(OC)cc2)cc1	-15	-34	5	8	-5	-9
CCOC(=O)C(C(=O)CC)=P(c1ccccc1)(c1ccccc1)c1ccccc1	23	3	-10	-20	17	-9
CCCCN(CCO)CCO	3	-5	9	9	-8	15
CC(C(/C=N/NC(N)=S)=N/NC(N)=S)N1C(=O)c2ccccc2C1=O (stereo not given)	24	4	2	-17	-11	-5
CC1=C(C(=O)Nc2ccccc2)C(c2cccc([N+](=O)[O-])c2)C(C(=O)Nc2ccccc2)=C(C)N1	19	-8	35	19	26	5
NC(=NCc1ccncc1)N/N=C\c1ccnc2ccccc12	8	4	-10	8	11	-14
CC(C)(C)CC(C)(C)c1cc2c(O)c(c1)Cc1cc(C(C)(C)CC(C)(C)C)cc(c1O)Cc1cc(C(C)(C)CC(C)(C)C)cc(c1O)Cc1cc(C(C)(C)CC(C)(C)C)cc(c1O)Cc1cc(C(C)(C)CC(C)(C)C)cc(c1O)C2	24	20	6	9	33	31
O=[N+]([O-])c1ccc(N=NN2CCCC2)cc1	-13	28	15	19	1	10
N#CCCn1[nH]c(=O)c(Cl)c(Cl)c1=O	-3	7	4	-4	5	-7
C#CC(C)(C)OC(=O)Nc1cccc(Cl)c1	11	13	-21	-16	-11	-8
CCOC(=O)c1c(O)csc1N	11	8	-21	4	5	-17
O=C(c1ccccc1)N(c1ccccc1)c1ccc2ccccc2c1	-2	6	22	12	-6	12
O=C(NC1CCCCC1)/C(=C\c1ccccc1)NC(=O)c1ccccc1	-27	-27	-7	-29	-48	0
C/C(=N\N=C(N)N)C(CN(CC(C)C)CC(C)C)C(=O)Nc1ccc(C)cc1C (stereo not given)	14	8	-4	10	7	38
CCOc1ccc(NC(=O)C(Br)C(Br)c2ccccc2)cc1 (stereo not given)	7	0	-4	6	-16	-20
COc1ccc(/C=N/N=C(/C(=O)c2ccc(OC)cc2)c2ccc(OC)cc2)cc1	7	33	2	12	0	3
Cn1ncc2c(NCCO)nc(Cl)nc21	2	3	24	1	-7	-6
[Pt].c1ccc(P(CCP(CCP(c2ccccc2)c2ccccc2)CCP(c2ccccc2)c2ccccc2)c2ccccc2)cc1	79*	71*	80*	80*	84*	78*
c1ccc2c(c1)CC1Sc3ccccc3N=C21 (stereo not given)	21	16	56	43	19	11
CC(=O)Oc1cccc2c1C(=O)c1ccccc1C2=O	-10	30	11	22	5	-4
CN(C1c2ccccc2Oc2ccccc21)S(=O)(=O)c1ccc([N+](=O)[O-])cc1	40	10	3	6	-3	22
O=CNC(CSSCC(NC=O)C(=O)O)C(=O)O (stereo not given)	-8&-8	5&-13	-8	-5	-6&-18	-3
C#CC(O)c1ccc(Cl)cc1Cl (stereo not given)	99*	99*	99*	95*	100*	99*
CC(=O)Oc1cc2c(cc1OC(C)=O)C(=O)c1cc3c(cc1C2=O)OCO3	-12	-32	-6	-1	-11	-17
CCOC(=O)C(C)C(=O)OCC	34	51	2	3	-18	-4
COc1cc(C=Nc2ccccc2)ccc1OC(=O)c1ccccc1	15	16	17	18	23	29
Nc1ccc(OCc2ccccc2)c(NCCCC2OCCO2)c1	4	-3	1	-10	-6	-4
N#CCCNS(=O)(=O)c1ccc(Cl)c(N)c1	25	8	·	·	-5	·
Nc1ccc([C@H]2C(=O)N[C@H]3CCC[C@H]32)cc1	-2	-25	-27	-18	-12	-3
CCOc1ccc(/C=C2\N=C(c3cccc(Cl)c3)OC2=O)cc1	14	12	17	22	15	20
O=C1C=CC(=O)c2c1ccc1c3ccccc3n(-c3cccc([N+](=O)[O-])c3)c21	18	-44	-13	-39	-6	-20
S=C(Nc1ccc2c(c1)oc1ccccc12)c1cccs1	-5	35	-10	-36	17	-7
CCCCCCCC(=O)N(CC)CC	9	14	2	25	-4	-17
COc1ccc(/C=C2\C(=O)NC(=O)c3ccccc32)cc1OC	-8	9	39	35	18	35
CC1=NC2C(=O)N(C)C(=O)N(C)C2n2c(O)ccc21 (stereo not given)	-10	6	7	-6	3	-60
COC(=O)c1ccc(/C=C/S(=O)(=O)c2ccccc2)cc1	0	0	21	9	-7	29
CCOC(=O)c1ccc(-n2c(SCC)nc3sc(C)c(C)c3c2=O)cc1	-29	-19	-32	-40	-18	-38
O=C(O)C(CS)(c1ccccc1)c1ccccc1	11	1	-3	8	8	6
CC1=C(C(=O)CC(=O)C(=O)Nc2cccc(C)c2C)Sc2ccccc2N1	-12	-25	-14	-13	-43	-2
O=C(O)c1cc(Cc2ccc(I)c(C(=O)O)c2)ccc1I	40	21	-6	33	2	29
CCC(Br)C(=O)Nc1ccccc1C (stereo not given)	0	27	21	7	3	-14
COc1ccc(-c2noc(=O)c3ccccc23)cc1	1	-6	10	3	-1	64
CC(/C=N/N1C(=O)c2ccccc2C1=O)c1ccccc1 (stereo not given)	-11	13	·	·	-12	·
C=C1CC2(OC1=O)c1ccccc1C=Cc1ccccc12	50	27	48	55	13	49
Cc1ccc(-c2nnc(-c3ccc(C)cc3)o2)cc1	-25	-2	-18	-16	-7	-2
CC(C)CC(NC(c1ccccc1)P(=O)(O)O)C(=O)O (stereo not given)	-27	-4	-8	-22	-13	-9
O=C(NNC(=O)c1cccc(Br)c1)c1ccccc1	-3	4	-7	0	-38	6
CC1=C2CCC3C(CCC4(C)C(C(C)CCCC(C)C)CCC34)C2(C)CCC1=O (stereo not given)	11	41	4	16	4	18
COc1ccc(OC)c(/C=N/N=C2\C(=O)Nc3c(Cl)cc(Cl)cc32)c1	37	-3	-15	-4	-26	12
CCCCCP(=O)(CCCCC)CCCCC	13	3	47	15	13	1
COc1ccc(COC(=O)NC2CCCCC2)cc1OC	46	2	37	25	20	-10
Fc1cccc(C2SCc3nc4cc5ccccc5cc4n32)c1 (stereo not given)	-10	-22	-20	9	-1	0
CCCCCCCCCCCCCCCCCc1cc(Cl)nc(Cl)n1	-31	-28	-39	-15	-2	-8
